# Tb PFK block: qHTS Assay to Find Inhibitors of T. brucei phosphofructokinase. Potency, µM (titrated, usually from 57.5 µM), inactives show top-dose activity, negative = inhibition, usual class: inhibitors. T. brucei PFK, ADP-Glo luminescence. AID 485367, 2010. ATP-dependent 6-phosphofructokinase (Trypanosoma brucei brucei), O15648. actives 0.17% (n = 330,000);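 note: potency is the fitted concentration of half-maximal effect; 0% = uninhibited 1x PFK enzyme wells and -100% = no-enzyme wells; nearly all actives have a fitted effect of over 60% in size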
# Target sequence (O15648 whole entry, looked up): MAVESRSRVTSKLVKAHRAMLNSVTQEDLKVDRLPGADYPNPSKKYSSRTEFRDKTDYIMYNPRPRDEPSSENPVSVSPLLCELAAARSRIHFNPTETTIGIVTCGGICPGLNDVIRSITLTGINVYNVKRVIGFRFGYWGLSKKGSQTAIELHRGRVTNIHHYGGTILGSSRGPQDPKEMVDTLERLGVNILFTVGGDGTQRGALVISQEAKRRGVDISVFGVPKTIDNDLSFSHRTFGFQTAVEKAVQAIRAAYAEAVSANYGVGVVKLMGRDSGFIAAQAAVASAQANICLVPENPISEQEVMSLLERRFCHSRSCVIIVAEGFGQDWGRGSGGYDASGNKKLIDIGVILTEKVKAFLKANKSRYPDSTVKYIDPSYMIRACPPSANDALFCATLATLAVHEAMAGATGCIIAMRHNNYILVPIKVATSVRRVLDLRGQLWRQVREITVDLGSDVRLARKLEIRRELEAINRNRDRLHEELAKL
#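 PFK 1.25 nM, F6P 0.5 mM, ATP 0.1 mM, 0.1 M TEA pH 8.0, 5 mM MgCl2, 0.01% Tween20, 0.1% BSA; 45 min RT. ADP-Glo readout. qHTS titration up to 57 uM; curves fitted, compounds curve-classed.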
# ASM inhibitor: Inhibitors of Secretory Acid Sphingomyelinase (S-ASM): qHTS | Sphingomyelin phosphodiesterase (Homo sapiens), P17405 | placental ASM, HMU-PC fluorogenic substrate, 60 min | Potency, µM (titrated, usually from 57.5 µM), for the others: at the highest dose activity change, negative = inhibition, actives largely listed as inhibitors | actives 0.006% (n = 340,000) | AID 504937, 2011; note: potency is the fitted concentration of half-maximal effect
#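 qHTS format. ASM enzyme prepared from human placenta hydrolyses the fluorogenic substrate HMU-PC0 (9 uM final) over 60 min at 37 °C after a 10 min compound preincubation.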
# a7 integrin act: qHTS for Activators of Integrin-Mediated Alleviation for Muscular Dystrophy | alpha7betagal myoblasts, beta-gal FDG fluorescence, 48 h | Potency, µM (highest dose often 38.3 µM), for inactives: at the highest dose activation, most hits filed as activators | actives 0.064% (n = 350,000) | AID 624291, 2012;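 note: potency is the fitted concentration of half-maximal effect; 100% = response of the positive control SU9516; nearly all actives have a fitted effect of over 60% in size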
#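 Alpha7betagal+/- myoblasts (passage 13) were plated 16-24 hr, then exposed to compounds (1:260 dilution of DMSO stock) for 48 hours at 37C. After MPER lysis, β-galactosidase reporter activity was read as FDG fluorescence (ex 480/em 540) after 30 minutes.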
# GALK inhibitor: qHTS Assay for Inhibitors of Human Galactokinase (GALK). P51570. Purified GALK, Kinase-Glo residual ATP luminescence. Potency, µM (titrated, usually from 57.5 µM), for inactives: top-dose activity change, negative = inhibition, hits mostly inhibitors. actives 0.007% (n = 270,000). AID 1868, 2009; note: potency is the fitted concentration of half-maximal effect; % is set by controls: 0 for no effect and ±100 for the full control effect
#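 5 nM enzyme, 35 uM ATP, 100 uM galactose, 20 mM HEPES pH8.0, 5 mM MgCl2; 1 h RT; residual ATP by Kinase-Glo Plus luminescence, qHTS format.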
# Chronic BCR inh: qHTS Assay to Find Inhibitors of Chronic Active B-Cell Receptor Signaling; actives 0.05% (n = 340,000); AID 493014, 2011; ABC-DLBCL IkBa-CBG/CBR reporter, luminescence ratio, 4 h; Potency, µM (highest dose often 46.1 µM), without a hit: at the highest dose ratio change, negative = lower green/red ratio, most hits filed as inhibitors; active = well fitted inhibition curve with a large enough effect in the signal ratio, with a control signal flat, not every such curve was filed as active; inconclusive = small, poorly fitted or top-dose-only effect, or effect the other way, or a change in a side signal; the % refers to the signal ratio;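 note: potency is the fitted concentration of half-maximal effect; plate controls were basal doxycycline-induced cells for no effect and cells given 10 µM MG132 for full effect; MG132 reads +100%, hits lower the ratio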
#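 TMD8 human ABC-DLBCL cells with doxycycline-inducible IκBα–green luciferase fusion and unfused red luciferase, in 0.5% FBS medium; compounds up to 46 uM, 4 h at 37C. Green/red luminescence ratio, filter-overlap corrected, fitted to concentration-response curves.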
# B2AR arrestin: qHTS assay of beta-arrestin-biased ligands of beta2-adrenergic receptor; actives 0.02% (n = 330,000); Potency, µM (titrated, usually from 46.1 µM), inactives show at the highest dose activation, most hits filed as activators; Beta-2 adrenergic receptor (Homo sapiens), P07550; beta-arrestin recruitment to beta2AR, cell-based reporter;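 note: potency is the fitted concentration of half-maximal effect; 0% = DMSO controls and full agonism = EC100 isoproterenol or metaproterenol; nearly all actives have a fitted effect of over 65% in size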
# Menin-MLL TR inh: qHTS Assay for Inhibitors Targeting the Menin-MLL Interaction in MLL Related Leukemias: Competition With Texas Red Labeled MLL-derived Mutant Peptide; Menin + Texas Red MLL mutant peptide, fluorescence polarization; actives 0.23% (n = 270,000); O00255; Potency, µM (top dose mostly 61.6 µM), inactives show at the highest dose FP activity change, negative = inhibition, usual class: inhibitors; AID 1768, 2009; active = well fitted inhibition curve with a large enough effect in the polarisation, with a control signal flat, not every such curve was filed as active; inconclusive = small, poorly fitted or top-dose-only effect, or effect the other way, or a change in a side signal; inactive = no such curve, though single readings can be large or run the other way; the % refers to the polarisation; note: potency is the fitted concentration of half-maximal effect; % of control where 0% means no effect; many of its hits are not listed in these tables
# Target sequence (O00255 whole entry, looked up): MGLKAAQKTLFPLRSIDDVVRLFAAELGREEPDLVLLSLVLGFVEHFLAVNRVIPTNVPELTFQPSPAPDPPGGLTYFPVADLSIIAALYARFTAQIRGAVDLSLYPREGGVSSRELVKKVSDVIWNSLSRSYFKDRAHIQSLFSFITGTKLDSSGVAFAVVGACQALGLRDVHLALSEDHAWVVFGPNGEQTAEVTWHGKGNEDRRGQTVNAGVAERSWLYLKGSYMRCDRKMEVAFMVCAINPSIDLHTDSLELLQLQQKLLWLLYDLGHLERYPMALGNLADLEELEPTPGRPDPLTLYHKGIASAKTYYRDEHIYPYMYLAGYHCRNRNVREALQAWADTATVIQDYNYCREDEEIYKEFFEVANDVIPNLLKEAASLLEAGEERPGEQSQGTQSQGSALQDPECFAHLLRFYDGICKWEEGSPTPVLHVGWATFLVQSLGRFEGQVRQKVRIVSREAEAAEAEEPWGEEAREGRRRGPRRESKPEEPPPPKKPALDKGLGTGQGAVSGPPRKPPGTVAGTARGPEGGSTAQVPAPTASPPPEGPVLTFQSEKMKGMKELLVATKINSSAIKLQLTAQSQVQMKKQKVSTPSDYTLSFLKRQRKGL
# PTAP TSG101 blk: qHTS Assay for Iinhibitors of HIV-1 Budding by Blocking the Interaction of PTAP/TSG101; Tumor susceptibility gene 101 protein (Homo sapiens), Q99816; Fluorescence polarization, FITC-PTAP peptide / Tsg101 binding; Potency, µM (highest dose often 115 µM), inactives show top-dose activity change, negative = inhibition, hits mostly inhibitors; 340,000 tested, under 10 active; active = well fitted inhibition curve with a large enough effect in the main read-out, with a control signal flat, not every such curve was filed as active; inconclusive = small, poorly fitted or top-dose-only effect, or effect the other way, or a change in a side signal; inactive = no such curve, though single readings can be large or run the other way; note: potency is the fitted concentration of half-maximal effect; % of control where 0% means no effect
#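 Compounds were pin-transferred onto Tsg101 binding domain (10 uM final) in HEPES pH 7.5 buffer, then FITC-PTAP peptide was added at 50 nM final. After 20 min at RT, polarization reported peptide displacement across a qHTS concentration series.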
# Giardia kill: Small Molecules that selectively kill Giardia lamblia: qHTS | Giardia lamblia trophozoite viability | activity change, % at 7.66 µM, hits read low | actives 0.15% (n = 340,000) | AID 540267, 2011; in the data active = activity change below about -80%; inconclusive = between about -30% and that limit;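 note: parasites exposed to compound for two days anaerobically before the ATP read; % is set by controls: 0 for no effect and ±100 for the full control effect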
#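 Viability, read as ATP luminescence: trophozoites at 100 cells/well, compound added, 48 hrs anaerobic at 37 deg C, then 15-30 min room-temperature development before reading.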
# PKM2 act: qHTS Assay for Activators of Human Muscle isoform 2 Pyruvate Kinase. Pyruvate kinase PKM (Homo sapiens), P14618. purified PKM2, Kinase-Glo ATP luminescence, activation; response scale: 0% is enzyme alone, no compound. Potency, µM (doses to about 57.5 µM), inactives show at the top dose activation, most hits filed as activators. actives 0.34% (n = 260,000). AID 1631, 2009; note: potency is the fitted concentration of half-maximal effect; % is set by controls: 0 for no effect and ±100 for the full control effect; nearly all actives have a fitted effect of over 55% in size
#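 Purified hPK-M2 (>95%) run at intermediate activity with 0.1 mM ADP and 0.5 mM PEP in 50 mM imidazole pH 7.2, KCl, MgCl2; 1 h room temperature. ATP formed read by Kinase-Glo luminescence; normalized to uninhibited and no-enzyme controls.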
# Coupling enz: qHTS Assay for Inhibitors of Fructose-1,6-bisphosphate Aldolase from Giardia Lamblia: Coupling assay counterscreen; coupling enzyme system counterscreen, AmpLite Red fluorescence; activity change, negative = inhibition, % at 58.2 µM, hits read low; actives 0.67% (n = 290,000); AID 2472, 2010; in the data active = activity change below about -30%; note: % is set by controls: 0 for no effect and ±100 for the full control effect
#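 Compounds tested against the coupling enzymes alone at 57.5 uM final; readout was AmpLite Red fluorescence (525/598 nm) after 20 min at RT.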
# The depositor's hits bear a star; u = inconclusive; x = no result given; & = joins results of further samples; [ ] = remark or other dose. Unless noted, calls come from the whole dose curve; as a rule, active = well fitted curve in the direction sought with a large enough effect; inconclusive = small, poorly fitted or top-dose-only effect, or another doubt; inactive = no such curve, though single readings can be large; an effect the other way counts as inactive or inconclusive.
SMILES,Tb PFK block,ASM inhibitor,a7 integrin act,GALK inhibitor,Chronic BCR inh,B2AR arrestin,Menin-MLL TR inh,PTAP TSG101 blk,Giardia kill,PKM2 act,Coupling enz
CCc1ccc(C(=O)NNc2ccc(S(N)(=O)=O)cc2)cc1,-18%,3%,16%,0%,0%,-1.2%,x,0%,-1,0%,1
CCOC(=O)N1CCN(S(=O)(=O)c2cc([N+](=O)[O-])c(C)cc2C)CC1,3%,-1%,-3%,2%,u,0.3%,1%,-7%,6,0%,3
COc1ccc(-n2ncc3c2CC(C)(C)CC3NC(=O)c2c(C)cc(=O)oc2C)cc1 (stereo unspecified),2%,-1%,21%,7%,4%,0.3%,-16%,-8%,-6,1%,5
CCOC(=O)COc1ccccc1C(=O)c1cnn(-c2ccccc2)c1,3%,-2%,25%,-2%,u,0.3%,-8%,-11%,-3,x,-2
C=CCNC(=S)NN=C1CCC(c2ccccc2)CC1 (stereo unspecified),5%,-2%,-1%,2%,0%,u,7%,-3%,8,-3%,3
CC1(C)C2CCC(C2)C1(C)N=C1OC(CCl)CS1 (stereo unspecified),-3%,1%,0%,0%,u,3.7%,x,0%,-14,6%,4
C=CCn1c(SCC(=O)c2[nH]c(C)c(C(=O)OC)c2C)nc2scc(-c3ccc(OC)c(OC)c3)c2c1=O,3%,-2%,4%,0%,u,0.3%,-2%,-2%,4,-4%,4
CC(C)(O)C#Cc1ccc(CN2CCN(Cc3ccsc3)C(CCO)C2)s1 (stereo unspecified),-2%,4%,10%,-2%,u,-0.3%,3%,-2%,u,1%,1
O=C(O)CCCC(=O)Nc1cccc2cccnc12,13%,5%,19%,1%,u,-0.3%,-15%,-9%,-9,1%,-1
Cc1ccc(NCC(=O)N/N=C\C(Br)=C\c2ccccc2)cc1,5%,-3%,-22%,0%,13%,-0.6%,u,-10%,-7,1%,4
Cc1ccc(C2(CCN)CCOC(C(C)C)C2)cc1 (stereo unspecified),0%,3%,-21%,1%,u,-0.2%,0%,-2%,-4,1%,4
Cc1ccc(CNC(=O)C2(c3cccs3)CCOCC2)cc1,2%,8%,19%,0%,4%&7%,-0.7%,7%,-2%,0,1%,1
Cc1cccc(OCC(=O)Nc2nc3ccc([N+](=O)[O-])cc3s2)c1,0%,-3%,17%,4%,8%,0.5%,u,0%,0,-1%,5
CCN(CC)c1ccc(O)c(C=Nc2ccc(C)c(C)c2)c1,3%,-8%,24%,-1%,0%,-0.1%,-5%,-1%,15,0%,-6
N#CCSc1nc2ccccc2o1,1%,-2%,15%,-1%,19%,0.4%,x,-1%,2,-2%,0
O=C(c1cc(-c2ccc(Cl)cc2)on1)N1CCc2ccccc2C1,1%,-1%,u,-3%,7%,0.0%,-16%,1%,19,-6%,0
N#CC1(NC(=O)COC(=O)CCN=C2NS(=O)(=O)c3ccccc32)CCCCC1,1%,0%,29%,-4%,u,-0.9%,x,-1%,-2,-11%,x
COc1ccccc1N(C)S(=O)(=O)c1ccc(Cl)c(C(=O)NCCCN2CCOCC2)c1,-4%,0%,-17%,4%,4%,-1.0%,-12%,3%,0,2%,3
CCCN(CC(=O)Nc1ccccc1C)C(=O)c1ccc(NC2CC2)c([N+](=O)[O-])c1,0%,-3%,3%,x,-6%,-1.0%,x,-7%,0,x,x
Cc1ccc(C2C(C#N)=C(N)Oc3c2sc2ccccc32)o1 (stereo unspecified),1%,x,x,2%,u,-0.5%,u,x,x,6%,-27

# Reprinted from the part before: 3 entries; new compounds follow.
SMILES,Tb PFK block,ASM inhibitor,a7 integrin act,GALK inhibitor,Chronic BCR inh,B2AR arrestin,Menin-MLL TR inh,PTAP TSG101 blk,Giardia kill,PKM2 act,Coupling enz
COc1ccccc1N(C)S(=O)(=O)c1ccc(Cl)c(C(=O)NCCCN2CCOCC2)c1,-4%,0%,-17%,4%,4%,-1.0%,-12%,3%,0,2%,3
CCCN(CC(=O)Nc1ccccc1C)C(=O)c1ccc(NC2CC2)c([N+](=O)[O-])c1,0%,-3%,3%,x,-6%,-1.0%,x,-7%,0,x,x
Cc1ccc(C2C(C#N)=C(N)Oc3c2sc2ccccc32)o1 (stereo unspecified),1%,x,x,2%,u,-0.5%,u,x,x,6%,-27
O=C1/C(=C/C=C/c2ccco2)SC(=S)N1c1ccc(O)cc1,-22%,u,7%,-1%,0%,0.4%,x,0%,-24,15%,1
CC(C)(C)NC(=O)Cn1nnc(-c2ccc(S(C)(=O)=O)cc2)n1,3%,1%,-5%,-1%,-4%,-0.1%,13%,0%,-1,-2%,1
CCOC(=O)C(NS(=O)(=O)c1ccccc1)(C(F)(F)F)P(=O)(OC(C)C)OC(C)C (stereo unspecified),1%,-3%,-15%,-2%,1%,0.1%,1%,-2%,10,0%,-2
O=[N+]([O-])c1ccc(/C=C/c2ccc3cccc([N+](=O)[O-])c3n2)cc1,0%,-8%,11%,0%,u,-1.4%,u,-2%,-28,-3%,-11
CCOC(=O)c1[nH]c(CO)c(C(=O)OCC)c1C,5%,1%,-9%,-3%,u,-0.1%,1%,-3%,-9,-1%,6
COc1cccc(N=Nc2ccc3ccccc3c2O)c1,0%,-13%,-27%,2%,u,0.0%,u,-6%,-26,-11%,-5
C/C(Cl)=C/Cn1c(N2CCCC2)nc2c1c(=O)n(C)c(=O)n2C,0%,2%,20%,0%,3%,0.0%,4%,-8%,-8,0%,1
Cc1cccn2cc(COc3cccc([N+](=O)[O-])c3)nc12,-9%,-1%,24%,2%,u,-0.6%,-17%,2%,2,u,-1
O=C(NS(=O)(=O)NC1CCCCC1)C1=C(N2CCCC2)COC1=O,-1%,2%,1%,x,3%,0.0%,x,0%,-19,x,x
Cc1ccccc1-c1noc(-c2ccccc2C(=O)N2CCCC2)n1,-9%,3%,8%,0%,-1%,0.2%,-15%,-2%,-3,1%,8
Clc1ccc(-n2ncc3c(NCc4cccnc4)ncnc32)cc1Cl,1%,5%,22%,-3%,5%,-0.5%,21%,2%,4,x,-3
CC(Oc1ccccc1)C(=O)N(CCC1=CCCCC1)c1c(N)n(Cc2ccccc2)c(=O)[nH]c1=O (stereo unspecified),0%,0%,11%,6%,0%,0.6%,x,-3%,-12,7%,x
CCN(CC)C1=CC2=CC(=C(C#N)C#N)CCC2CC1 (stereo unspecified),0%,-9%,-234%[inhibitor],1%,5%,1.3%,u,u,6,6%,-6
C=CCC1(Cl)C(=O)C(Cl)=C(N2CCN(C)CC2)C1(OC)OC (stereo unspecified),2%,-1%,30%,0%,-4%,2.8%,x,-5%,1,-2%,-2
COc1ccc(CCC(C)Nc2ccc(F)c(F)c2)cc1 (stereo unspecified),-27%,-3%,8%,x,1%,-1.0%,-4%,-3%,11,-5%,1
O=c1sc(N2CCN(c3ccc(F)cc3)CC2)nc2ccsc12,-13%,10%,6%,1%,u,-0.7%,-10%,0%,u,-17%,-1
Cn1c(=NC(=O)COc2ccccc2)sc2cccc(F)c21,2%,0%,16%,-1%,u,-0.1%,x,-6%,-14,-3%,4
CCOc1ccc(C(c2c(NC(=O)c3ccccc3)sc(C)c2C)N2CCN(CCO)CC2)cc1 (stereo unspecified),-6%,2%,-5%,-5%,u,-2.0%,-26%,-1%,-8,2%,-1

# These rows are one share of the data (hit frequency here may not be typical).
